Screens (PubChem)
TR SRC2 fluor cs – Total Fluorescence Counterscreen for Inhibitors of the Interaction of Thyroid Hormone Receptor and Steroid Receptor Coregulator 2 | TRb/SRC2 Texas Red total fluorescence interference | 0.29% of 280,000 active | AID 1479, 2009 | Potency, µM (series often up to 106 µM), without a hit: at the highest dose fluorescence change, negative = quenching; active means well fitted curve in either direction with a large enough effect; inconclusive means small, poorly fitted or top-dose-only effect; further: on the % scale 0 is the no-effect control and ±100 the full control effect
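Human TRβ ligand-binding domain (0.6 uM) and Texas Red SRC2 peptide (20 nM) in Tris buffer with 1 uM T3 and 5% DMSO were incubated with pinned compound for 5 hr at ambient temperature. Total fluorescence was computed as S + 2P (555/632 nm).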
L3MBTL1 block – qHTS Assay for the Inhibitors of L3MBTL1; AID 485360, 2010; 0.66% of 230,000 active; Lethal(3)malignant brain tumor-like protein 1 (Homo sapiens), Q9Y468; AlphaScreen L3MBTL1–H3K9me1 peptide binding; Potency, µM (series often up to 57.1 µM), without a hit: at the top dose activity, negative = inhibition, usual class: inhibitors; further: on the % scale 0 is the no-effect control and ±100 the full control effect; nearly all actives have a fitted effect of over 60% in size
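L3MBTL1 50 nM + b-AHA-H3(1-15)K9me1 75 nM, 30 min RT; compound added, 30 min RT; streptavidin donor/Ni-chelate acceptor beads 10 ug/mL each final, 30 min RT dark; AlphaScreen read.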
Tau fibril FP – qHTS for Inhibitors of Tau Fibril Formation, Fluorescence Polarization; Microtubule-associated protein tau (Homo sapiens), P10636; K18 P301L tau heparin fibrillization, Alexa594 FP, 6 h; Potency, µM (series often up to 57.7 µM), for the others: top-dose activity, negative = inhibition, hits mostly inhibitors; 0.39% of 280,000 active; further: on the % scale 0 is the no-effect control and ±100 the full control effect; nearly all actives have a fitted effect of over 55% in size
Target sequence (P10636 561-689 P618L limits assumed): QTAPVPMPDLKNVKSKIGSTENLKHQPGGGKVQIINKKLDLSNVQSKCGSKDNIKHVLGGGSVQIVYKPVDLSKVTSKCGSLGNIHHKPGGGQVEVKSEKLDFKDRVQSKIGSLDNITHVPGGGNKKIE
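Heparin (20 uM) drove fibril formation of recombinant tau K18 P301L, 15 uM unlabeled with 0.24 uM Alexa 594 label, for 6 hr at 37 C in 100 mM sodium acetate pH 7. Fluorescence polarization (555/632 nm) read 1 hr after 30 uM ThT.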
TRb SRC2 PPI – qHTS for Inhibitors of the Interaction of Thyroid Hormone Receptor and Steroid Receptor Coregulator 2; TRbeta-SRC2 peptide binding, fluorescence polarization; receptor liganded with 1 µM T3; 0.065% of 280,000 active; AID 1469, 2008; Potency, µM (top dose mostly 106 µM), without a hit: top-dose activity change, negative = inhibition, usual class: inhibitors; Thyroid hormone receptor beta (Homo sapiens), P10828;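 further: plate controls were bound peptide for no effect and peptide without receptor for full effect; nearly all actives have a fitted effect of over 50% in size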
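Quantitative HTS by FP: 0.6 uM TRb LBD, 20 nM labeled SRC2 20-mer, 1 uM T3, 5% DMSO; 5 hr ambient incubation; % activity per concentration and potencies from concentration series.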
RECQ1 helicase – qHTS Assay for Inhibitors of RecQ-Like Dna Helicase 1 (RECQ1); 0.54% of 240,000 active; Potency, µM (series often up to 57.3 µM), inactives show at the highest dose activity, negative = inhibition, actives largely listed as inhibitors; RECQ1 DNA unwinding, red fluorescence kinetic read; ATP-dependent DNA helicase Q1 (Homo sapiens), P46063; AID 2549, 2010;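 further: plate controls were vehicle for no effect and no enzyme for full effect; nearly all actives have a fitted effect of over 30% in size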
Target sequence (P46063 whole entry, looked up): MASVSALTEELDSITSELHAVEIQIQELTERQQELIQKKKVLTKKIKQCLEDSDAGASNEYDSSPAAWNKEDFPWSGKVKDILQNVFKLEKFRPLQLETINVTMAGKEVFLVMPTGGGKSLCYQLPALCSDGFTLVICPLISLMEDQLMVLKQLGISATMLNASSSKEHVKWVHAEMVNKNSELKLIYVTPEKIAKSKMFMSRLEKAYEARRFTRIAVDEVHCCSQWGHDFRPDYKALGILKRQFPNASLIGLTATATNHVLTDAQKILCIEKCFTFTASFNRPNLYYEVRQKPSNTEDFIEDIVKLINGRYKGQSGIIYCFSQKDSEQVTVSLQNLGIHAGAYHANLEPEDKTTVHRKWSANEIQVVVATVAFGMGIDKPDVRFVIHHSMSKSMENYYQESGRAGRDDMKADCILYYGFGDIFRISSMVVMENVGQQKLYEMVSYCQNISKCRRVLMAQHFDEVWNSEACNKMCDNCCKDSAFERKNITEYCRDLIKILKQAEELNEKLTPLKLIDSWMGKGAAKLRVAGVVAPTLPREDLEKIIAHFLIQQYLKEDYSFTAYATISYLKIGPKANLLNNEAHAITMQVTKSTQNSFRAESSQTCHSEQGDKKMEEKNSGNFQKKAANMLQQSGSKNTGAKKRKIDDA
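50 nM RECQ1T1 preincubated 15 min with compound in Tris pH 8.0 buffer with MgCl2, DTT, Tween-20 and 2.5 ug/ml poly(dI-dC); started with 200 nM TAMRA/BHQ-2 forked duplex and 2 mM ATP. Unwinding read as fluorescence (525/598 nm), two reads 2 h apart.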
Tau fibril ThT – qHTS for Inhibitors of Tau Fibril Formation, Thioflavin T Binding; Microtubule-associated protein tau (Homo sapiens), P10636; recombinant tau K18 P301L, heparin-induced fibrillization, ThT fluorescence; Potency, µM (titrated, usually from 57.4 µM), without a hit: at the top dose activity, negative = inhibition, usual class: inhibitors; 2.1% of 270,000 active; AID 1460, 2008; further: on the % scale 0 is the no-effect control and ±100 the full control effect; nearly all actives have a fitted effect of over 55% in size
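Heparin-induced fibrillization of the P301L-mutant K18 repeat-domain fragment of human tau was followed by ThT binding in quantitative high-throughput format.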
HTT ATP protect – qHTS Multiplex Assay to Identify Dual Action Probes in a Cell Model of Huntington: Cytoprotection (ATP); PC12 HTT-Q103 induced, cytoprotection, ATP luminescence, 40 h; Potency, µM (series often up to 56.4 µM), inactives show cytoprotection (ATP increase), usual class: activators; 0.14% of 230,000 active; AID 1471, 2008;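 further: % of control where 0% means no effect; nearly all actives have a fitted effect of over 45% in size; toxic huntingtin expression switched on by the ecdysone agonist tebufenozide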
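Compounds added alongside 100 nM tebufenozide, which induces toxic Q103 huntingtin exon 1-GFP in stable PC12 cells; surviving cells quantified by luminescent ATP measurement. Medium: phenol red-free DMEM, 5% equine and 5% calf serum.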
Tau fluor cs – Counterscreen qHTS for Inhibitors of Tau Fibril Formation, Fluorescence Polarization. 0.93% of 280,000 active. Potency, µM (top dose mostly 57.7 µM), without a hit: at the top dose activity change, negative = decrease. tau K18 P301L (four-repeat tau fragment) Alexa594 fluorescence, heparin fibrillization; further: on the % scale 0 is the no-effect control and ±100 the full control effect; nearly all actives have a fitted effect of over 55% in size
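Human K18 P301L tau (15 uM unlabeled plus 0.24 uM Alexa 594-labeled, final) in 100 mM sodium acetate pH 7 was mixed with compound and 20 uM heparin and incubated 6 hr at 37 C.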
Numbers without * were called inactive; i = inactive; ? = inconclusive; . = not tested or not shown; & = joins results of further samples; [ ] = remark or other dose. Unless noted, the call rests on the fitted dose curve; in most records, active means well fitted curve in the direction sought with a large enough effect; inconclusive means small, poorly fitted or top-dose-only effect, or another doubt; inactive means no such curve, though single readings can be large; an effect the other way counts as inactive or inconclusive. Potency means the concentration at half of the fitted maximal effect. Some of the compounds tested, so the mix of outcomes need not match the whole.

SMILES	TR SRC2 fluor cs	L3MBTL1 block	Tau fibril FP	TRb SRC2 PPI	RECQ1 helicase	Tau fibril ThT	HTT ATP protect	Tau fluor cs
O=C(c1oc2ccccc2c1N1CCCCC1)N1CCCCC1	1%	.	5%	7%	i	-3%	11%	-1%
CC(=O)N[C@@H](Cc1c[nH]c2ccccc12)C(=O)OCc1cc(C(F)(F)F)cc(C(F)(F)F)c1	-7%&-1%	-12%	?	3%&4%	-11%&-11%	-13%&-1%	?	?
Cn1ncc2c(Nc3ccccc3Cl)nc(Nc3ccccc3Cl)nc21	-5%	8%	?	-2%	i	-6%	-5%[10 µM]	?
COCCSc1ccccc1C(=O)N1CCC(Cc2ccccc2)CC1	-1%	-3%	7%	-4%	i	-8%	-11%	13%
CCOc1ccc(NC(=O)c2c3c(nc4ccccc24)CCC3)cc1	2%	?	-2%	-3%	i	-6%	26%	-1%
CCCN1C(=O)C(Cc2nc3ccccc3c(=O)n2-c2ccccc2)c2cc(C)ccc21 (stereo unspecified)	-2%&-5%	-4%	-2%&-11%	-2%&6%	-7%	?	.	-10%&-15%
COC(=O)Cn1c(CN2CCOCC2)nc2c1c(=O)[nH]c(=O)n2C	-6%	-8%	-1%	-3%	-12%	17%	-7%	10%
CCOC(=O)CN1C(=O)C(O)(CC(=O)c2ccc3c(c2)CCCC3)c2ccccc21 (stereo unspecified)	-3%	1%	10%	9%	12%	?	9%[1.9 µM]	-16%
CCCCCOC(=O)CSc1nnc(-c2ccccc2)c(=O)[nH]1	0%	0%	1%	-7%	-4%	1%	-8%	2%
Cc1cccc(C(=O)NCCc2nc3ccccc3n2Cc2ccc(Cl)cc2)c1	-2%	.	-12%	-1%	.	?	.	-22%
Cc1ccc(CSC2=CS(=O)(=O)c3ccccc3N2)cc1	1%	1%	-8%	1%	-2%	-2%	-10%	-13%
CC1(C)CC(=O)c2cn3nc(C(F)(F)F)nc3nc2C1	0%	.	1%	-26%	i	3%	16%	0%
S=C(NCCCN1CCOCC1)N1CCN(c2nc(-c3ccc(Cl)cc3)cs2)CC1	-7%	-3%	7%	3%	-15%	11%	31%[10 µM]	10%
Cc1ccc(-c2csc(NC(=O)c3ccc4c(=O)n5c(nc4c3)CCCCC5)n2)cc1	-4%	1%	-1%	3%	-5%	?	1%[10 µM]	?
CC1=C(C(=O)OCc2ccc3c(c2)OCO3)C(c2ccccc2)NC(=O)N1 (stereo unspecified)	-1%	-6%	-7%	-7%	-9%	-1%	16%	-10%
Cc1cccc(NC(=O)CS(=O)(=O)c2c[nH]c3ccccc23)c1C	0%	9%	-1%	-8%	i	-5%	-9%	-10%
CC1CN(CCCCOc2ccc(C(C)C)cc2)CC(C)O1 (stereo unspecified)	-2%	.	5%	-12%	-8%	-15%	-6%	-10%
COc1ccccc1NC(=O)N1CCN(Cc2ccc3c(c2)OCO3)CC1	-2%	2%	-5%	-4%	-5%	-9%	-3%[10 µM]	-9%
CCC(C)Cn1c(COc2ccc(OC)cc2)nc2ccccc21 (stereo unspecified)	0%	.	0%	-4%	.	?	.	-21%
C=C(C)C(=O)OCC(=O)NCc1ccccc1	1%	.	0%	-1%	-1%	-15%	-15%	-7%
OCc1ccccc1CNCc1ccccc1	-3%	13%	2%	-4%	-12%	-6%	5%	7%
CN(C)S(=O)(=O)c1ccc(Cl)c(NC(=O)CN2CCC(Cc3ccccc3)CC2)c1	1%	-3%	6%	8%	-12%	-9%	-4%[10 µM]	-5%
CCOC(=O)Cn1c(CCC(=O)O)ccc1-c1ccc(F)cc1	-2%	-4%	6%	2%	-6%	-8%	-12%	1%
Fc1ccccc1NC(=S)N(CCN1CCCCCC1)Cc1cccs1	-10%	.	-4%	-7%	-12%	2%	-66%[inhibitor]	-12%
CCNc1nc(Oc2ccc(C#N)cc2)cc(C(F)(F)F)n1	1%	10%	1%	5%	i	-6%	21%	-20%

Among those listed so far, three contain two or more sulfur atoms.
SMILES	TR SRC2 fluor cs	L3MBTL1 block	Tau fibril FP	TRb SRC2 PPI	RECQ1 helicase	Tau fibril ThT	HTT ATP protect	Tau fluor cs
Cc1ccc(CSC2=CS(=O)(=O)c3ccccc3N2)cc1	1%	1%	-8%	1%	-2%	-2%	-10%	-13%
S=C(NCCCN1CCOCC1)N1CCN(c2nc(-c3ccc(Cl)cc3)cs2)CC1	-7%	-3%	7%	3%	-15%	11%	31%[10 µM]	10%
Fc1ccccc1NC(=S)N(CCN1CCCCCC1)Cc1cccs1	-10%	.	-4%	-7%	-12%	2%	-66%[inhibitor]	-12%

More records
SMILES	TR SRC2 fluor cs	L3MBTL1 block	Tau fibril FP	TRb SRC2 PPI	RECQ1 helicase	Tau fibril ThT	HTT ATP protect	Tau fluor cs
NC(=O)C(F)(F)C12OC3C4C5CC(C6C5C3C61)C42 (stereo unspecified)	1%	.	-3%	0%	16%	-4%	-4%	-10%
Cc1ccc(C=Nc2ccccc2C(N)=O)o1	2%	33%[activator]	4%	-6%	i	-15%	-59%[inhibitor][10 µM]	-4%
CC(=O)Nc1ccc(S(=O)(=O)NCC2CCC(C(=O)NC(C)c3ccc4c(c3)OCCO4)CC2)cc1 (stereo unspecified)	-4%	.	1%	3%	1%	-3%	-50%[inhibitor]	-12%
COc1ccc(C(=O)COC(=O)CCCC(=O)Nc2ccc(C(C)=O)cc2)cc1	-2%	.	-5%	11%	.	?	.	-11%
Cc1ccc(S(=O)(=O)N/N=C/c2c(F)cccc2Cl)cc1	1%	11%	6%	1%	?	5%	-16%[10 µM]	-1%
COC(=O)c1c(-c2c(Cl)cccc2Cl)noc1C(=O)NNC(=O)N(C)C	-6%	1%	3%	6%	i	-2%	11%[10 µM]	-2%
CCOC(=O)Cn1c(-c2cccnc2Cl)nc2cc(Cl)c(Cl)cc21	0%	-6%	?	-7%	i	-11%	2%	-15%
Nc1cccc(-c2nnc3n2CCCCC3)c1	-3%	6%	5%	1%	-12%	2%	-10%	3%
CN1CCN(C(=O)c2ccc(CSc3nc4ccncc4n3Cc3ccc(F)cc3)cc2)CC1	0%	-1%	3%	-2%	5%	-10%	.	-14%
COc1ccc(/C=N/NC(=S)Nc2cccc(C(=O)O)c2)cc1OC	-3%	6%	-16%	-9%	-5%	-17%	0%[10 µM]	-7%
N/C(=N\OC(=O)c1ccco1)c1ccccn1	-4%	-4%	8%	-2%	21%	2%	.	2%
CC(NC(=O)CCl)c1ccc(Cl)c(Cl)c1 (stereo unspecified)	-5%	.	12%	6%	-13%	0%	-25%	2%
Cn1c(=O)cc(N2CCOCC2)[nH]c1=O	-7%	20%	-3%	-11%	i	4%	18%[10 µM]	6%
NC(C(=O)O)c1cc(O)cc(O)c1 (stereo unspecified)	-2%	.	8%	3%	?	5%	-34%[inhibitor]	-4%
Cc1cc(NC(=O)CN2CCN(C)CC2)no1	-2%	0%	6%	-5%	i	5%	12%[10 µM]	10%
COc1ccc(Oc2nc(C(F)(F)F)nc3ccccc23)cc1	-2%	48%[activator]	-11%	0%	-3%	-23%	-3%[10 µM]	-19%
O=C(/C=C/c1ccccc1)Nc1ccc(N2CCCCC2)cc1	-1%	0%	14%	4%	4%	?	-5%[10 µM]	?
O=C(O)c1ccc(N2C(=O)c3[nH]nc(-c4ccccc4)c3C2c2ccccc2)cc1 (stereo unspecified)	-5%	.	-6%	-2%	5%	0%	-28%	1%
O=C(/C=C/c1ccc2c(c1)OCO2)N1CCN(c2n[nH]c(=O)[nH]c2=O)CC1	1%	4%	5%	2%	19%	-14%	30%[10 µM]	-5%
CC1CCc2nc(N)c(C#N)c(-c3cccnc3)c2C1 (stereo unspecified)	-1%	15%	4%	0%	i	-1%	17%[10 µM]	1%
CC(=O)C1=C(c2ccc(Br)cc2)N(C(C)=O)n2c(nnc2C2CCCCC2)S1	0%	.	-4%	-14%	.	?	.	-6%
CC1(C)CC(=O)C(C=NCCN2CCN(C(=O)CCl)CC2)=C(O)C1	4%	10%	4%	-4%	i	-5%	13%[10 µM]	5%

Results in HTT ATP protect, RECQ1 helicase and Tau fluor cs, for 3 of the compounds above:
molecule	HTT ATP protect	RECQ1 helicase	Tau fluor cs
CN1CCN(C(=O)c2ccc(CSc3nc4ccncc4n3Cc3ccc(F)cc3)cc2)CC1	.	5%	-14%
Cc1cc(NC(=O)CN2CCN(C)CC2)no1	12%[10 µM]	i	10%
Cc1ccc(S(=O)(=O)N/N=C/c2c(F)cccc2Cl)cc1	-16%[10 µM]	?	-1%
